Bioassay records (PubChem BioAssay)
GAA spleen mod: qHTS Assay for Inhibitors and Activators of Human alpha-Glucosidase From Spleen Homogenate | Lysosomal alpha-glucosidase (Homo sapiens), P10253 | human spleen homogenate, 4-MU-alpha-glucoside fluorescence | actives 0.006% (n = 240,000) | AID 2112, 2009 | Potency, µM (series often up to 79.9 µM), for inactives: top-dose activity change, negative = inhibition, hits mostly inhibitors;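 also: 0% = enzyme with vehicle and -100% = no enzyme basal signal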
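Human spleen homogenate (1 ug) incubated with compounds and 1 mM 4-methylumbelliferyl-alpha-D-glucopyranoside in pH 5.0 citrate/phosphate buffer, 37 C, 40 min. Stopped at pH 10; 4-MU fluorescence (Ex 365/Em 440 nm); AC50 by Hill fit.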
GAA glycogen mod: qHTS Assay for Inhibitors and Activators of Human alpha-Glucosidase Cleavage of Glycogen; actives 0.38% (n = 300,000); Potency, µM (top dose mostly 76.4 µM), for the others: at the highest dose activity change, negative = inhibition, most hits filed as inhibitors; recombinant GAA, glycogen substrate, Amplex Red glucose oxidase fluorescence;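 also: 0% = full enzyme reaction and -100% = no-enzyme basal signal; the screen sought inhibitors and activators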
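qHTS, 1536-well; enzyme 4 nM final; cpd up to 77 uM; substrate bovine liver glycogen 30 ug; 50 mM citrate/phosphate pH 5.0, 0.01% Tween-20; 37 C, 40 min; Amplex Red detection 45 min RT; Hill fit → AC50.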
IMPase Li cell: qHTS Assay for Identifying the Cell-Membrane Permeable IMPase Inhibitors: Potentiation with Lithium. AID 1457, 2008. CHO-M1 cells, IP1 TR-FRET (IP-One), carbachol + lithium. actives 0.35% (n = 210,000). Potency, µM (top dose mostly 59.4 µM), for the others: top-dose activity, negative = IMPase inhibition, usual class: inhibitors;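 also: IP1 builds up when IMPase is blocked and the TR-FRET signal falls; plate controls were basal vehicle for no effect and high inhibitor control for full effect; nearly all actives have a fitted effect of over 50% in size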
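CHO-M1, 2000 cells/well, 16–30 h culture; cpd + low Li+, 30 min 37C; lysis with d2-IP1/Eu-anti-IP1 Ab, 10 min RT; TR-FRET 665/620 ratio and 620 channel; AC50 via Hill.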
HTT ATP protect: qHTS Multiplex Assay to Identify Dual Action Probes in a Cell Model of Huntington: Cytoprotection (ATP); AID 1471, 2008; PC12 HTT-Q103 induced, cytoprotection, ATP luminescence, 40 h; Potency, µM (titrated, usually from 56.4 µM), for the others: cytoprotection (ATP increase), hits mostly activators; actives 0.14% (n = 230,000);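 also: % of control where 0% means no effect; nearly all actives have a fitted effect of over 45% in size; toxic huntingtin expression switched on by the ecdysone agonist tebufenozide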
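Rat PC12, Q103 Htt exon1-GFP fusion, ecdysone promoter; tebufenozide inducer 100 nM final; compound titration; qHTS, 1500 cells/well; ATPlite luminescent read.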
HttQ103 aggreg: qHTS Multiplex Assay to Identify Dual Action Probes in a Cell Model of Huntington: Aggregate Formation (GFP); PC12 HttQ103-GFP aggregates, Acumen cytometry, 40 h; Potency, µM (titrated, usually from 46.1 µM), without a hit: at the top dose activity change, negative = inhibition, hits mostly inhibitors; actives 1.1% (n = 220,000); also: % is scaled to controls: 0 for no effect and ±100 for the full control effect; nearly all actives have a fitted effect of over 60% in size
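Compounds (qHTS titration) were added to PC12 cells expressing an ecdysone-driven HTT exon 1 Q103–GFP fusion after induction with 100 nM tebufenozide. Aggregate formation was measured as GFP objects in cell lysates.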
GAA inh: qHTS Assay for Inhibitors of Human alpha-Glucosidase as a Potential Chaperone Treatment of Pompe Disease; purified human GAA, 4-MU-alpha-glucoside fluorescence; Potency, µM (top dose mostly 76.9 µM), for the others: at the top dose activity change, negative = inhibition, usual class: inhibitors; actives 0.005% (n = 200,000); AID 1466, 2008;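 also: plate controls were uninhibited enzyme wells for no effect and no-enzyme background for full effect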
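AC50 values come from Hill fits of compound titrations (up to 77 uM) against 4 nM human enzyme. Substrate 4-methylumbelliferyl-alpha-D-pyranoside at 400 uM, pH 5.0 citrate buffer, 20 min room temperature; fluorescence Ex 365/Em 440 after alkaline stop.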
GoLoco inh red: qHTS Assay for Inhibitors of RGS12 GoLoco Motif Activity (Red Fluorophore); Guanine nucleotide-binding protein G(i) subunit alpha-1 (Homo sapiens), P63096; Gai1:RGS12 GoLoco peptide FP, rhodamine, 10 min; Potency, µM (titrated, usually from 61.6 µM), for inactives: top-dose activity, negative = inhibition, actives largely listed as inhibitors; actives 0.44% (n = 230,000); AID 880, 2007; active = well fitted inhibition curve with a large enough effect, not every such curve was filed as active; inactive = no such curve, though single readings can be large or run the other way; also: % is scaled to controls: 0 for no effect and ±100 for the full control effect; nearly all actives have a fitted effect of over 30% in size; many of its hits are not listed in these tables
Target sequence (P63096 whole entry, looked up): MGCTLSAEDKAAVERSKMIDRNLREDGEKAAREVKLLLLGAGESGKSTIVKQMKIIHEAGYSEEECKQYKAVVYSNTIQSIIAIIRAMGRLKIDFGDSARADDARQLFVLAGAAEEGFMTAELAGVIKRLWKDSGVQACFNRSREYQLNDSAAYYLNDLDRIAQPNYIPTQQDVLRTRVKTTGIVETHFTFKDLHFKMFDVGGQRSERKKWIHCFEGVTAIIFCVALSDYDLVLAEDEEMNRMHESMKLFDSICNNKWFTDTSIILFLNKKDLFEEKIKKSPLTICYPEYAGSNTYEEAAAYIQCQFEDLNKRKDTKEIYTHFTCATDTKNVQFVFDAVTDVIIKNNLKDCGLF
Numbers without * were called inactive; ? = inconclusive; nt = no result given; [ ] = dose if it differs, or a comment. Unless noted, calls follow the shape of the dose curve; as a rule, active = well fitted curve in the direction sought with a large enough effect; inconclusive = small, poorly fitted or top-dose-only effect, or another doubt; inactive = no such curve, though single readings can be large; an effect the other way counts as inactive or inconclusive. Potency is read from the fitted curve at half-maximal effect. Only part of the results is shown (hit frequency here may not be typical).

Below each compound – GoLoco inh red | GAA glycogen mod | HTT ATP protect | GAA spleen mod | HttQ103 aggreg | GAA inh | IMPase Li cell
O=C(Nc1ccncc1)Nc1ccncc1
    -17.1% | 9.9% | nt | 0.2% | -0.2% | -0.8% | -14.5%
O=C(Cc1ccc(F)cc1)c1ccc(O)cc1O
    7.7% | -7.9% | 1.3% | 2.9% | ? | 2.5% | -9.8%[38.3 µM]
O=C(C1CCN(S(=O)(=O)c2ccc(F)cc2)CC1)N1CC=C(c2ccccc2)CC1
    0.1% | -9.7% | 3.2%[10 µM] | -10.9% | 5.2% | ? | 17.6%[38.3 µM]
CC(=O)n1nc(-c2cccnc2)nc1N
    -3.5% | -1.4% | -0.1% | -4.3% | 1.3% | -3.1% | ?
CCCOc1ccc(-c2cc(C(F)(F)F)c(C#N)c(SCC(=O)O)n2)cc1
    4.1% | 5.6% | -54.1%[inhibitor] | -5.8% | -15.9% | -0.1% | 2.4%
CCCCCCCCCCCCCCCCCC(=O)NCC(COP(=O)([O-])OCC[N+](C)(C)C)OCC (centres undefined)
    10.3% | nt | nt | 0.0% | nt | nt | 21.4%
CCC(=O)N(Cc1cc2cc(OC)ccc2[nH]c1=O)c1ccccc1C
    -1.2% | 2.6% | -19.1% | 4.7% | 5.1% | 5.5% | -22.5%[38.3 µM]
O=C(CCS(=O)(=O)Cc1ccc(Cl)cc1)NCCCN1CCOCC1
    1.7% | 7.3% | 3.2% | -6.9% | -3.5% | -4.4% | 26.4%[38.3 µM]
Cc1onc(-c2ccccc2Cl)c1C(=O)Nc1ncn[nH]1
    -4.5% | -4.4% | 16.7%[10 µM] | 4.2% | 18.5% | 3.6% | -3.0%
NS(=O)(=O)c1ccc(NC(=O)COC(=O)c2cn(-c3ccccc3)nc2-c2ccccc2)cc1
    -1.4% | 0.9% | 9.6%[10 µM] | 5.0% | 6.5%[9.22 µM] | nt | nt
CCOc1cc2[nH]c(=O)n(CCc3ccc(OC)c(OC)c3)c(=O)c2cc1OCC
    -1.3% | 8.6% | -9.0% | 6.0% | 18.9% | -3.3% | 5.2%[38.3 µM]
CCN1C(=O)c2cccc3c(S(=O)(=O)Nc4c(C)n(C)n(-c5ccccc5)c4=O)ccc1c23
    10.2% | 3.3% | -3.7%[0.074 µM] | -5.0% | -10.4% | -1.7% | 19.9%[38.3 µM]
COc1ccccc1NC=C1C(=O)OC2(CCCCC2)OC1=O
    5.9% | -13.2% | -30.5% | -6.3% | -1.5%[9.22 µM] | -2.2% | 1.6%[38.3 µM]
Cc1ccc(OC(=O)c2cccnc2)cc1
    -4.3% | 2.3% | -40.8%[inhibitor] | -4.9% | 7.7% | -3.5% | -6.5%
O=C(Nc1ccc(S(=O)(=O)N2CCCc3ccccc32)cc1)C1CCCO1 (centres undefined)
    6.5% | -13.1% | 2.7% | -15.9% | -3.5% | -9.5% | 15.5%
COc1ccc(C2C=C(c3ccc(Br)s3)Nc3ncnn32)cc1OC (centres undefined)
    1.3% | -0.9% | -49.0%[inhibitor][10 µM] | -4.1% | 11.2µM* | -3.8% | -20.2%
O=C(COc1ncnc2c(Cl)cc(Cl)cc12)N1CCCCC1
    -9.4% | 2.2% | -5.8% | -7.6% | -12.9% | 2.0% | -7.3%[38.3 µM]
CC(C)CC(=O)NC(Nc1ccccc1F)C(Cl)(Cl)Cl (centres undefined)
    11.1% | 5.3% | -20.8% | -8.1% | -26.5% | ? | 13.9%[38.3 µM]
COC(=O)c1cc2occc2n1CC(=O)N(C)C1CCCCC1
    8.7% | -0.7% | 12.1% | -10.3% | 9.9% | 0.0% | 8.3%[38.3 µM]
COC(=O)c1ccc(-c2ccc(/C=N/N3C(=O)C4C5C=CC(CC5)C4C3=O)o2)cc1 (centres undefined)
    -3.2% | 18.1% | nt | -1.8% | nt | 12.2% | 21.1%
COc1ccc(N(CC(=O)Nc2nccs2)S(=O)(=O)c2c(C)[nH]c(=O)[nH]c2=O)cc1
    2.0% | 4.9% | 3.5% | -5.9% | -0.6% | -12.3% | -4.1%
COc1c2c(cc3c1C(NC(N)=O)[N+](C)(C)CC3)OCO2 (centres undefined)
    -15.0% | nt | ? | 5.4% | nt | nt | -2.4%
CC1O[C@@H](O[C@H]2C(Oc3cc(O)c4c(c3)OC(c3ccc(O)cc3)CC4=O)OC(CO)C(O)C2O)C(O)C(O)C1O (some centres undefined)
    -2.0% | nt | nt | -6.7% | nt | nt | 3.2%
N#Cc1ccc(/C=N/NC(=S)Nc2ccc(S(=O)(=O)N3CCOCC3)cc2)cc1
    5.7% | -10.1% | 30.3%[10 µM] | -9.2% | -16.1%[9.22 µM] | nt | nt
CSc1nncc(/C(C)=N/O)n1
    1.4% | 9.1% | 8.8%[10 µM] | -16.9% | 17.4% | -0.9% | -0.7%
O=C(CC1SC(N2CCCCC2)=NC1=O)Nc1cccc(C(F)(F)F)c1 (centres undefined)
    8.1% | 16.7% | -14.6% | 6.6% | -5.7% | -3.5% | -4.9%[38.3 µM]
CC(C)(C)OC(=O)N/N=C/c1ccc(C(=O)O)cc1
    6.1% | 12.2% | -2.2%[10 µM] | 4.0% | -3.8% | 0.7% | 1.3%
Cn1c(CNC(=O)OC(C)(C)C)nnc1SCc1c(Cl)cccc1Cl
    3.6% | 0.1% | 26.6%[10 µM] | 2.1% | 30.0%[9.22 µM] | nt | nt
CCN(CC)S(=O)(=O)c1ccc(N2CCOCC2)c(NC(=S)NC(=O)c2ccco2)c1
    -0.9% | -2.8% | -4.4%[10 µM] | -1.8% | -12.3%[9.22 µM] | nt | nt
Cc1c(NC(=O)C(C)OC(=O)COc2cccc3c2OC(C)(C)C3)c(=O)n(-c2ccccc2)n1C (centres undefined)
    -7.6% | 6.5% | 17.3%[10 µM] | -1.2% | -6.0% | 0.4% | 11.7%[38.3 µM]
Nn1c(Cc2ccccc2F)nnc1SCCOc1ccc(Cl)cc1
    1.2% | -0.9% | nt | 1.4% | -6.5% | ? | -0.5%
COc1ccc2nc(SCC(=O)Nc3ccccc3C)[nH]c2c1
    4.8% | -10.7% | 7.4% | 6.3% | 22.2% | 5.3% | -19.8%[38.3 µM]
CC(C)OC(=S)N/C(=N\S(=O)(=O)c1ccccc1)c1ccccc1
    2.2% | 4.5% | 3.4%[10 µM] | -3.1% | 14.3% | -5.1% | 3.8%
CCN(CC)S(=O)(=O)c1ccc(C(=O)OCCN2C(=O)CCC2=O)cc1
    1.5% | -5.2% | 1.3% | 1.9% | 6.0% | -6.7%[15.4 µM] | 18.7%[38.3 µM]
O=C(Nc1cccc(F)c1)N1C2CCC1CC(O)(c1cccnc1)C2 (centres undefined)
    6.1% | 12.5% | -7.9%[10 µM] | 0.1% | -9.3%[9.22 µM] | -5.1% | 4.8%
COC(=O)c1sc2nc3c(cc2c1N)CCCC3
    22.8% | 14.4% | -11.2%[10 µM] | 0.9% | 7.6%[9.22 µM] | ? | 0.5%
CCN(CC)S(=O)(=O)c1ccc(N2CCN(S(=O)(=O)c3ccc4c(c3)OCCO4)CC2)nc1
    -2.7% | -9.8% | -2.7% | 3.7% | 10.3%[1.84 µM] | -6.0% | 27.1%[38.3 µM]
COc1ccc(C(=O)COC(=O)c2ccccc2NS(=O)(=O)c2ccc(O)c([N+](=O)[O-])c2)cc1
    6.0% | -15.3% | -6.4%[10 µM] | -2.1% | 4.2%[9.22 µM] | -6.8% | nt
O=C(CSc1nncn1-c1cccnc1)N1CCOCC1
    3.9% | -5.7% | nt | 4.2% | -4.1% | -1.0% | -1.2%
CC(=O)N1C(=O)N(C(C)=O)C2C1N(C)C(=O)N2C(C)=O (centres undefined)
    0.0% | 8.5% | 9.7%[10 µM] | 4.3% | 8.5%[9.22 µM] | -7.8% | 0.8%
Cc1ccc(C)c(-n2cc(CNC(C)Cn3cncn3)c(-c3ccccc3)n2)c1 (centres undefined)
    5.8% | -0.5% | 8.9%[10 µM] | -5.5% | -1.1%[9.22 µM] | nt | nt
O=C(Cc1cn2ccsc2n1)Nc1ccccc1Oc1ccccc1
    0.0% | -4.0% | 2.7%[10 µM] | -0.3% | 8.8% | 7.2% | -1.9%[38.3 µM]
Cc1ccc(-c2csc(N3CCC(C(N)=O)(N4CCCCC4)CC3)n2)cc1
    6.3% | 12.2% | 5.0% | -1.2% | 8.4% | 1.3% | -5.8%[38.3 µM]
CCCc1nn(C)c(C(=O)Nc2cccc(CC)c2)c1Cl
    5.3% | -2.1% | nt | -6.4% | -23.0% | 1.5% | 6.6%
O=c1c2ccccc2sn1-c1cc(S(=O)(=O)N2CCOCC2)ccc1N1CCCC1
    -70.4% | -22.9% | -122.8%[inhibitor] | -1.1% | 2.9% | ? | 41.8%[activator][38.3 µM]
C[C@@H]1CCC2C(C)(C)C3CC21CC[C@@]3(C)O (some centres undefined)
    3.8% | nt | 4.8% | 1.6% | nt | nt | 6.2%
Cc1cc(C)cc(NC(=O)N2c3ccccc3NC(=O)CC2C)c1 (centres undefined)
    -5.6% | -0.6% | 23.3%[10 µM] | -2.5% | 3.8%[9.22 µM] | nt | nt
COc1ccc(C(=O)N/C(=C\c2ccc3c(c2)OCO3)C(=O)NCCc2nc3ccccc3[nH]2)cc1
    -1.4% | 6.7% | 24.5%[10 µM] | 3.6% | 29.2% | ? | -1.3%
COCCn1nnnc1SCC(=O)c1ccc(F)cc1
    4.0% | 6.1% | 15.9%[10 µM] | 0.2% | 13.1% | -2.9% | -1.1%
COc1cc(CCC(=O)OCC(=O)Nc2cccc(S(N)(=O)=O)c2)cc(OC)c1OC
    12.2% | -5.2% | 16.0%[10 µM] | 3.9% | 12.0% | -7.9% | -0.9%
O=c1cc(O)c2sc(Nc3ccc(Cl)c(F)c3)nc2[nH]1
    27.9% | -11.3% | 7.7%[10 µM] | -11.8% | -24.7%[9.22 µM] | nt | nt
